Screening results as filed in PubChem.
TTR transcr act: TTR transcription activators in neuroblastoma reporter cells, primary screen, cell-based, luminescence, SH-SY5Y, TTR promoter Gaussia luciferase; 100% = recombinant luciferase protein wells; activation, % at 16.7 µM; actives 1.3% (n = 92,000); AID 1117267, 2014;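 active = activation above the mean of all tested compounds plus 3 SD, cut at about 9.5% in these data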;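 note: cells exposed to compounds for one day before reading; 0% = median of all test compound wells on the plate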
* hit, by the source's call.

item | compound | TTR transcr act
1 | Cc1ccc2c(c1)[nH]c1c(=O)n(CCCN3CCOCC3)cnc12 | 1.9
2 | CCN1C(=O)[C@H]2[C@@H](c3ccc(OC)cc3)N[C@]3(CCCN(Cc4ccccc4)C3=O)[C@H]2C1=O | -0.4
3 | CCCC(=O)Nc1c(-c2ccccc2)c(=O)c(C)nn1-c1ccccc1 | 1.0
4 | CC(C)C[C@H](NC(=O)c1[nH]cnc1C(=O)N[C@@H](Cc1ccccc1)C(=O)OCc1ccccc1)C(=O)OC(C)(C)C | -1.9
5 | CCN1CCN(CC(=O)N2N=CCC2c2ccccc2)CC1 (stereo not drawn) | 4.5
6 | O=C1C=C(c2ccc(C(=O)O)cc2)C[C@@H](c2ccc3c(c2)OCO3)C1 | 1.8
7 | Cc1ccc(CC2CC(=O)N(c3ccncc3)C2=O)cc1 (stereo not drawn) | -0.8
8 | COc1ccc(CNS(=O)(=O)c2ccc(F)cc2Br)cc1 | 0.0
9 | COCCN(C(=O)CCC(=O)Nc1ccccn1)C(C(=O)NC1CCCC1)c1ccc(OC)cc1 (stereo not drawn) | 7.4
10 | CCCC(=O)NC(c1ccc(OCC)cc1)c1ccc(OC)c(OC)c1 (stereo not drawn) | -1.1
11 | Cc1ccc([N+](=O)[O-])c(OCCN2CCC(Cc3ccccc3)CC2)c1 | 1.9
12 | Cc1nnc(N2CCCC(C(=O)NCc3ccccc3F)C2)c2nn(-c3ccccc3)c(C)c12 (stereo not drawn) | 0.8
13 | O=C(c1ccccc1)c1sc(Nc2ccc3c(c2)OCO3)nc1-c1ccccc1 | -2.2
14 | COc1ccc(S(=O)(=O)Nc2cccc3c2O[C@H](CN(C)Cc2ccccc2)[C@@H](C)CN([C@H](C)CO)C3=O)cc1 | 6.1
15 | O=C(N/N=C\c1ccc2c(c1)OCO2)c1ccc(Cn2cc(Br)c([N+](=O)[O-])n2)o1 | -1.9
16 | Cc1ccc(-c2csc(=S)[nH]2)cc1 | 2.5
17 | O=C(CCOc1ccccc1)N1CCCC(Nc2ccccc2)C1 (stereo not drawn) | -0.9
18 | COc1ccc(NC(=O)CSc2nncs2)cc1OC | -0.7
19 | O=C(CC1C(=O)NCCN1C/C=C/c1ccccc1)NCCc1cnccn1 (stereo not drawn) | -1.3
20 | COc1ccc(OCC(O)Cn2c(=N)n(CCN3CCCCC3)c3ccccc32)cc1 (stereo not drawn) | -1.6

Looked up by structure from the entries so far (five):
item | compound | TTR transcr act
2 | CCN1C(=O)[C@H]2[C@@H](c3ccc(OC)cc3)N[C@]3(CCCN(Cc4ccccc4)C3=O)[C@H]2C1=O | -0.4
7 | Cc1ccc(CC2CC(=O)N(c3ccncc3)C2=O)cc1 (stereo not drawn) | -0.8
13 | O=C(c1ccccc1)c1sc(Nc2ccc3c(c2)OCO3)nc1-c1ccccc1 | -2.2
18 | COc1ccc(NC(=O)CSc2nncs2)cc1OC | -0.7
19 | O=C(CC1C(=O)NCCN1C/C=C/c1ccccc1)NCCc1cnccn1 (stereo not drawn) | -1.3

Further records follow.
item | compound | TTR transcr act
21 | O=C(COC(=O)c1cc(=O)[nH]c2ccccc12)NCc1cccs1 | 0.7
22 | N#Cc1ncc(C(F)(F)F)cc1Sc1ccc(N)cc1 | -2.7
23 | C=CCNC(=O)C(C)Sc1ccc(Cl)cc1 (stereo not drawn) | 2.9
24 | COc1ccccc1C(C)NCC(=O)Nc1ccccc1C(F)(F)F (stereo not drawn) | 1.0
25 | CCCC1=[N+](CC(=O)c2ccc(Br)cc2)CCn2cccc21 | -0.7
26 | CC(=Nc1ccccc1)C1=C(O)CCCC1=O | -1.3
27 | CCN1/C(=C\C(=S)Nc2ccccc2)Sc2ccccc21 | -4.2
28 | CC(=O)N/C(=C/c1ccc2c(c1)OCO2)C(=O)NCC(=O)O | 2.3
29 | Cc1ccc(CNC2=NCCCCC2)n1C | 1.7
30 | C[C@H](O)[C@@H]1CN2CCc3c([nH]c4ccccc34)[C@@H]2C[C@@H]1N(C)C(=S)Nc1ccc(C#N)cc1 | 1.6
31 | CC(=O)N(C)c1ccc(NC(=O)Nc2ccc(C)c(C)c2)cc1 | -3.4
32 | COc1cccc(OC)c1C1=CC(=O)C[C@H](c2ccc3c(c2)OCO3)C1 | -0.8
33 | CCOc1ccccc1N1C(=O)CC(N(O)c2ccccc2)C1=O (stereo not drawn) | 1.2
34 | CC(=O)c1sc(-c2ccccc2)cc1NS(=O)(=O)c1ccccc1 | 0.9
35 | Cc1ccc(CC(=O)NCc2ccc3c(c2)OCO3)cc1 | -1.0
36 | CN1C(=O)C(=O)/C(=C(/O)c2ccc(Br)cc2)C1c1cccc([N+](=O)[O-])c1 (stereo not drawn) | -0.7
37 | COCCn1cnc2c(c1=O)c1nc3ccccc3nc1n2/N=C/c1ccc(OC)c(OC)c1 | -0.5
38 | Cc1cc2nc(-c3cccc(Br)c3)c(Cc3cccc(Cl)c3)n2c(C)c1Br | 1.1
39 | Nc1nonc1-n1nnc(C(=O)N/N=C/c2ccc(O)cc2)c1CN1CCCCCC1 | 1.9
40 | O=c1ncn(-c2cccc([N+](=O)[O-])c2)c2ccccc12 | 0.9

Further structures.
item | compound | TTR transcr act
41 | CCCCCn1nc(C(=O)N(CC(C)C)c2c(N)n(CCCC)c(=O)[nH]c2=O)c2ccccc2c1=O | 1.1
42 | Cc1cccc(N2CCN(S(=O)(=O)c3ccc4c(c3)OCCO4)CC2)c1C | 0.1
43 | CCn1c(SCc2cc(=O)[nH]c3ccccc23)nc2c1c(=O)n(C)c(=O)n2C | -0.3
44 | COc1ccc(CCNC(=O)CCN2C(=O)c3cccc4cccc(c34)C2=O)cc1OC | 0.8
45 | CCOC(=O)C1=C(c2ccccc2)NC(=O)NC1c1ccc(N(C)C)cc1 (stereo not drawn) | 14*
46 | COc1ccc(NC(=O)C2CC(=O)N/C(=N/NC(=O)c3ccc(Cl)cc3)S2)cc1 (stereo not drawn) | -0.5
47 | C=C(C)Cn1c(SCC(=O)N/N=C/c2ccccc2)nc2ccccc2c1=O | -0.7
48 | CC(C)OC(=S)N/C(=N\S(=O)(=O)c1ccccc1)c1ccccc1 | -2.8
49 | CC(C)NC(=O)CSc1ccccc1C(=O)NCc1ccc2c(c1)OCO2 | 1.1
50 | CCc1nc2ccc(C(=O)NCCC(C)C)cn2c1N(CCN(C)C)CC1CC1 | 2.6
51 | COC(=O)N/N=C/c1ccc(-c2cc(Cl)ccc2Cl)o1 | 2.9
52 | CC(C)C(c1nnnn1Cc1ccc(F)cc1)N1CCC(C(N)=O)CC1 (stereo not drawn) | 1.3
53 | CC(C)C(C)NC(=O)CSc1nc2scc(-c3ccco3)c2c(=O)n1-c1ccccc1 (stereo not drawn) | 8.9
54 | CC(C)C[C@@H](CSc1ccccc1)N1CCN(C)CCC1=O | -2.4
55 | c1ccc2c(c1)CNc1ccccc1-2 | 1.4
56 | Cc1ccc(Cc2c(C(C)(C)C)nc3cc(C)c(Br)c(C)n23)cc1 | 0.6
57 | CCCCCCN(C(=O)CCCCCN1C(=O)NC(c2ccc(-c3ccccc3)cc2)C(C(=O)OCc2ccccc2)=C1C)C(C(=O)NCCCC)c1cccc(C(=O)OC)c1 (stereo not drawn) | -1.1
58 | CC(C)(C)c1cc(NC(=O)NN2CCOCC2)nn1-c1c(Cl)cc(Cl)cc1Cl | -3.6
59 | CCCCC1CCC(C(=O)N2CCOCC2)CC1 (stereo not drawn) | -1.1
60 | CC1=C(C(=O)N(C(C)C)C(C)C)CC(CC(=O)NCCCCc2ccccc2)C(=O)N1CCC1=CCCCC1 (stereo not drawn) | 0.9

The list continues.
item | compound | TTR transcr act
61 | O=C(Nc1ccccc1)Nc1csc2ccccc12 | -0.7
62 | COC(=O)C1=C(C)N(c2cc(C)cc(C)c2)/C(=C/c2ccc(O)cc2)C1=O | -1.2
63 | COc1ccc(CC(=O)Nc2sc(Cc3ccccc3)c(C)c2C(N)=O)cc1 | -0.2
64 | COc1ccc(C(=O)NNC(=O)CN2CCN(c3nc(-c4ccccc4)cs3)CC2)cc1 | -1.1
65 | Cc1ccccc1N1C(=O)C2CCCN2C1=S (stereo not drawn) | 0.9
66 | CCCN(CC(=O)Nc1ccccc1OC)C(=O)c1ccc2ncsc2c1 | -0.3
67 | CCN1C(=O)/C(=C2/C(=O)N3c4c(cc(OC(C)=O)cc42)C(C)=CC3(C)C)SC1=S | -0.6
68 | O=C(O)c1ccc2c(c1)N(Cc1ccccc1F)C(=O)c1ccccc1S2=O (stereo not drawn) | 1.8
69 | CC(C)C1OC2(C)OC(=N)C1(C#N)C(C#N)(C#N)C2c1ccccc1 (stereo not drawn) | 0.5
70 | COc1ccc(S(=O)(=O)Nc2c(C(=O)O)[nH]c3ccccc23)c(OC)c1 | 0.0
71 | O=c1[nH][nH]c(-c2ccccc2)c1C=Nc1ccc(F)cc1F | -1.2
72 | Cc1c(Cl)cnc(NC(=O)COC(=O)c2cccs2)c1Cl | -0.9
73 | CCN(CC)c1ccc(C=Nc2ccc(C)cc2)c(O)c1 | -0.9
74 | O=C(c1ccc(-n2cnnn2)cc1)N1CCCCC1 | 0.8
75 | CC(C)CN1CCC(=O)N([C@H](CN=[N+]=[N-])Cc2ccccc2)CC1 | 8.0
76 | CCO[C@@H]1c2c(ccc3ccc(=O)oc23)OC(C)(C)[C@H]1O | 0.4
77 | O=C(Nc1ccc2c(c1)OCCO2)C(C1CC1)N1CCN(C/C=C/c2ccccc2)CC1 (stereo not drawn) | 2.0
78 | COC(=O)C(CC(=O)CNC(=O)c1ccccc1)NC(=O)c1ccccc1 (stereo not drawn) | 1.1
79 | Cc1ccc(C(=O)N2CCN(C(=O)C3CCCO3)CC2)cc1 (stereo not drawn) | -1.7
80 | Cc1cc(Br)cc(Cl)c1OC(=O)c1cnccn1 | -2.5

Some of these compounds in order of SMILES length, lowest first.
item | compound | TTR transcr act
73 | CCN(CC)c1ccc(C=Nc2ccc(C)cc2)c(O)c1 | -0.9
78 | COC(=O)C(CC(=O)CNC(=O)c1ccccc1)NC(=O)c1ccccc1 (stereo not drawn) | 1.1
68 | O=C(O)c1ccc2c(c1)N(Cc1ccccc1F)C(=O)c1ccccc1S2=O (stereo not drawn) | 1.8

Other results:
item | compound | TTR transcr act
81 | NC(=O)c1ccc(N=Cc2ccc([N+](=O)[O-])s2)cc1 | -0.8
82 | O=C(c1ccc(NC(=O)C2(c3ccccc3)CCOCC2)cc1)N1CCOCC1 | 24*
83 | CSCCC(NC(N)=O)C(=O)N(C)CC(=O)Nc1ccc(C)cc1 (stereo not drawn) | 23*
84 | CCOC(=O)CCc1c(C)nc(SCCN2CCCC2)c(C#N)c1C | 0.6
85 | Cn1c(=NC(=O)CCl)sc2ccccc21 | -1.2
86 | c1ccc2c(c1)nc(-c1ccncc1)n2CCNc1nc(CN2CCCCC2)cs1 | 0.2
87 | N#CC1=C(N)Oc2cc(O)c(Cl)cc2C1c1ccccc1F (stereo not drawn) | 2.0
88 | Cc1sc(NC(=O)C2C3CCC(O3)C2C(=O)O)c(C(=O)OC(C)C)c1-c1ccc(Cl)cc1 (stereo not drawn) | -3.8
89 | O=C(CC1SC(=Nc2ccc(OC(F)F)cc2)N(CCC2=CCCCC2)C1=O)Nc1ccccc1F (stereo not drawn) | -2.7
90 | Cc1ccccc1NC(=O)CSCc1nc(N)nc(Nc2ccccc2C)n1 | 0.4
91 | CC(C)(C)S(=O)N1C[C@H]2CC(=O)C(CCO)=C2[C@@H]1CCO (stereo partly drawn) | 1.5
92 | CCc1nnc(SCC(=O)Nc2ccc(N3CCOCC3)cc2)o1 | 1.1
93 | CCOC(=O)C1CCN(C(=O)CN2C(=O)c3cccnc3Oc3ccc(C)cc32)CC1 | 6.8
94 | CCCC(=O)Nc1sc(C(=O)Nc2cccc(N)c2)c(C)c1C(=O)OC | 1.2
95 | Cc1c(C(=O)c2ccc(Cl)c(Cl)c2)cnc2cc3c(cc12)OCO3 | -1.3
96 | O=S(=O)(c1ccc(Oc2ccc(Cl)cc2)c(S(=O)(=O)N2CCCCC2)c1)N1CCCCC1 | -1.2
97 | COc1ccc(C(C[N+](=O)[O-])c2c(C)cc3ccccn23)c(OC)c1 (stereo not drawn) | -0.6
98 | CN(/N=C/c1c[nH]c2ccccc12)c1cnn(-c2ccc(F)c(Cl)c2)c(=O)c1Cl | 1.7
99 | O=C(Nc1cc(Cl)ccc1O)C1CC(c2ccccc2Cl)=NO1 (stereo not drawn) | -2.0
100 | CSc1ccc(Cl)c(C(=O)N2CCN(CC(=O)N3CCCC3)CC2)c1 | 2.2

Next compounds follow:
item | compound | TTR transcr act
101 | COc1nc2ccccc2nc1OC | -0.7
102 | COc1ccc(OCC(=O)N2CCN(C(=O)c3ccc(F)cc3)CC2)cc1 | 0.1
103 | CC(C)(Oc1ccc(Cl)cc1)C(=O)N/N=C/c1cn[nH]c1-c1ccccc1 | -1.1
104 | O=C(O)c1nn(CCOc2cccc(Cl)c2)c(=O)c2ccccc12 | -0.9
105 | CC(=O)Nc1ccc(OCC(O)Cn2c3ccccc3c3ccccc32)cc1 (stereo not drawn) | -0.9
106 | COc1ccc(S(=O)(=O)NCC(=O)N(CC(=O)NCC2CCCO2)c2ccccc2C)cc1 (stereo not drawn) | 1.9
107 | O=C(NC1CCCCC1)C(c1cccs1)N(C(=O)c1ccco1)c1ccc2c(c1)OCCO2 (stereo not drawn) | -1.0
108 | CCOc1ccccc1NC(=O)CSc1nc(=O)n(Cc2ccncc2)c2c1CCC2 | 0.3
109 | CCOc1ccc(C2C(C(=O)c3ccco3)=C(O)C(=O)N2CCCn2ccnc2)cc1 (stereo not drawn) | -0.8
110 | O=C(NCC(O)c1ccc([N+](=O)[O-])cc1)C(c1ccccc1)c1ccccc1 (stereo not drawn) | 0.4
111 | CCCCn1nc2cc(C(=O)NCCCCc3ccccc3)ccc2c1OCC | -2.6
112 | CCS(=O)(=O)N1CCC(C(=O)Oc2ccccc2Cl)CC1 | -0.5
113 | Cc1cc(NC(=O)CSc2ncc(C(F)(F)F)cc2Cl)no1 | -0.7
114 | Cc1ccccc1-c1ccc(CN2C(C(C)C)C(=O)N(Cc3cn(CCC4OCCO4)nn3)CCS2(=O)=O)cc1 (stereo not drawn) | -2.3
115 | Cc1ccccc1NC(=S)N1CCC(C(=O)c2ccc(F)cc2)CC1 | 1.8
116 | CC(C)Oc1cccc(C(=O)NC2=NCCS2)c1 | 0.2
117 | CCc1cc(CNC(=O)CC2C(=O)NCCN2Cc2cccc(OC)c2)on1 (stereo not drawn) | 3.5
118 | COc1ccc2c(CN3CCN(c4ccccc4F)CC3)cc(=O)oc2c1 | -0.3

The list is partial, so the mix of outcomes need not match the whole.
